STAT3 blocker = reduces IL-6 driven STAT3 reporter signal | U3A cells, IL-6 STAT3-luciferase reporter, luminescence; host cell line lacks STAT1 | inhibition, % at 5.5 µM | 190,000 tested, 0.89% active | AID 862;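 active = inhibition above the mean inhibition across all screened compounds plus 3 SD, cut at about 44% in these data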;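 note: 0% = DMSO only wells and 100% = 100 µM nifuroxazide control wells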
STAT1 act = increases IFN-gamma driven STAT1 reporter signal | NIH 3T3 STAT1-luciferase reporter, luminescence; 100% = IFN-gamma alone, no compound | activation (% of control), % at 5.5 µM | 200,000 tested, 2.6% active | AID 932;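 active = activation above the screen-wide mean activation plus 3 SD, cut at about 130% in these data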;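 note: raw ratio to IFN-gamma control signal so 100% means no change and 0% no light; values of inactives mirror those of a sister screen read the other way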
TLR4 MyD88 comp = inhibitors of human TLR4-MyD88 binding; O00206+Q99836; HeLa CL3-4 TLR4/MyD88 BLA complementation, FRET ratio; inhibition, % at 8.4 µM; 200,000 tested, 0.18% active; AID 861; in the data active = inhibition above about 25%;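 note: 0% = vehicle and 100% = reference inhibitor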
Target sequence (O00206 whole entry, looked up): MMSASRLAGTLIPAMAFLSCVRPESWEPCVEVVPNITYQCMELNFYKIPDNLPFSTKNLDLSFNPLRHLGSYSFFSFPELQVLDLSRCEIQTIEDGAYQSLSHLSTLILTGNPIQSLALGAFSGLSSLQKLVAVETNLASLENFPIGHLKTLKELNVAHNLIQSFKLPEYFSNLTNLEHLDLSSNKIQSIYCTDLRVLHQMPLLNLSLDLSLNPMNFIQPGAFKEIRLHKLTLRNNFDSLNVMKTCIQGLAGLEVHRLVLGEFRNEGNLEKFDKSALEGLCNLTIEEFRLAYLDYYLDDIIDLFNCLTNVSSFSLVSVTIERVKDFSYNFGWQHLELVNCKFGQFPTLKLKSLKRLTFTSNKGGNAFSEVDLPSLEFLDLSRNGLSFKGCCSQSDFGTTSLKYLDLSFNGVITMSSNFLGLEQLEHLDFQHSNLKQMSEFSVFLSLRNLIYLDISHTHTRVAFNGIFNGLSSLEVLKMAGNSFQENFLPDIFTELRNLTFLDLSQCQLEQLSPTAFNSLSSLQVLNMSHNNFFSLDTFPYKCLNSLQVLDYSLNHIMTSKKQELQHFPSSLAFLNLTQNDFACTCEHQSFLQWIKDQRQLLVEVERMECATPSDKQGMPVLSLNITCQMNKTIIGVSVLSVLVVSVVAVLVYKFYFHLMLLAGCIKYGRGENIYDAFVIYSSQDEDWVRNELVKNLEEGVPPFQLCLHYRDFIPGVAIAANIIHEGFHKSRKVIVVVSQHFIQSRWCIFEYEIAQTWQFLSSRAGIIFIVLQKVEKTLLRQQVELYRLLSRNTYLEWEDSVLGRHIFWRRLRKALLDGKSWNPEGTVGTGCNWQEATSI
Target sequence (Q99836 whole entry, looked up): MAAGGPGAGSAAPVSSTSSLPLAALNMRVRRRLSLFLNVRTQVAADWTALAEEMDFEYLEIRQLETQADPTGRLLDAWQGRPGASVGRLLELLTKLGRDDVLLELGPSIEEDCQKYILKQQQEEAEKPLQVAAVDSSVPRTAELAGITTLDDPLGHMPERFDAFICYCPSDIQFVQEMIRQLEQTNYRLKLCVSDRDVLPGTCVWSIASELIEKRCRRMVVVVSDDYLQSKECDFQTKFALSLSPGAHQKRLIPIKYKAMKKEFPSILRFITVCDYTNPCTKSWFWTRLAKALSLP
STAT3 act = STAT3 signaling activation | U3A cells, IL-6 STAT3-luciferase reporter, luminescence; 100% = signal with IL-6 EC80 alone | activation (% of control), % at 5.6 µM | 190,000 tested, 0.91% active | AID 871;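 active = activation above the screen-wide mean of compound activation plus 3 SD, cut at about 130% in these data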;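 note: 0% = background luminescence of wells with medium and substrate only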
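Material: human U3A cells carrying STAT3-luciferase construct. Measured by: reporter luminescence signal. Timing: compound 1 h, then IL-6 6 h at 37 °C.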
HMGR II inh = inhibitors of class II HMG-CoA reductase from Enterococcus faecalis; AID 1066; 190,000 tested, 0.41% active; inhibition, % at 10 µM; purified E. faecalis HMGR, NADPH absorbance 340 nm kinetic;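 active = inhibition above a set limit, the median over all tested compounds plus 3 SD, cut at about 9.5% in these data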;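 note: enzyme runs in reverse so mevalonate oxidation gives rising NADPH absorbance; 0% = complete reaction with DMSO and 100% = background rate lacking mevalonate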
Hsp70 activator = switches on Hsp70 transcription. HeLa Hsp70 promoter luciferase reporter, luminescence; scaled: vehicle 0, proteasome-inhibitor control 100%. activation, % at 10 µM. 200,000 tested, 0.04% active. AID 1203;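 active = activation above the mean across all tested compounds plus 3 SD, cutoff set per campaign, cut at about 5.5% in these data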;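 note: 100% = MG132 at 30 µM as the positive control and 0% = DMSO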
APP 5'UTR act = activates APP 5'UTR luciferase reporter. SH-SY5Y APP 5'UTR luciferase reporter, luminescence; zero percent = DMSO vehicle wells. 190,000 tested, 1% active. activation, % at 2 µM. AID 1276;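 active = activation above a set limit, based on mean plus 3 SD of controls, cut at about 140% in these data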; note: values of inactives mirror those of a sister screen read the other way
STAT1 inh = STAT1 signaling inhibition; NIH 3T3 STAT1-luciferase reporter, IFN-gamma, luminescence; inhibition, % at 5.5 µM; 200,000 tested, 0.35% active;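 active = inhibition above a set limit, the mean inhibition across all tested compounds plus 3 SD, cut at about 34% in these data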;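 note: 0% = IFN-gamma with DMSO and 100% = IFN-gamma with 300 µM nifuroxazide; values of inactives mirror those of a sister screen read the other way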
Redox H2O2 prof = compounds producing H2O2 with reducing agent – biochemical, NIH compound library profiling, artefact control for MLSCN library redox annotation, primary screen; DTT-dependent redox cycling H2O2, phenol red/HRP absorbance; 100% = 100 µM peroxide control, 0% = buffer; activation, % at 10 µM; 200,000 tested, 0.03% active;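 active = activation of at least 50% relative to the plate's high and low controls in the primary single-dose screen; inactive = activation below 50%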;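 note: compound incubated with DTT at 0.8 mM final as the reducing agent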
NF-kB neuron act = NF-kB expression increase, human neuronal cells | NF-kB reporter expression; stronger effect = higher value | fold change at 12.5 µM | 190,000 tested, 1.6% active; in the data active = fold change above about 3.3
* hit, by the source's call.

Values run as follows: STAT3 blocker, STAT1 act, TLR4 MyD88 comp, STAT3 act, HMGR II inh, Hsp70 activator, APP 5'UTR act, STAT1 inh, Redox H2O2 prof, NF-kB neuron act
1: CCN(CC1COc2ccccc2O1)C(=S)Nc1ccc(F)cc1 (stereo not drawn)
→ 13, 97, 5, 91, -6, -0.5, 9, 4, 0.5, 0.95
2: Cc1ccc(NC(=O)CNc2ccc(OC(C)C)cc2)c(C)c1
→ 11, 103, -2, 93, -4, -0.1, 7, -3, 1.5, 1.1
3: COc1ccc(C(=O)Nc2cccnc2)cc1C(=O)Nc1cccnc1
→ 8, 92, -21, 95, -8, -0.3, -5, 9, -0.2, 0.93
4: COc1ccc(OC(=O)c2cccc(S(=O)(=O)N3CCCC3)c2)cc1
→ 9, 103, 2, 94, -1, 0.1, 7, 4, -0.2, 1.1
5: NC(=O)CSc1nc2ccccc2n1Cc1ccccc1F
→ 5, 100, 5, 99, 1, -0.1, -16, -1, 0.6, 0.77
6: CCO/C(C)=N/n1c2nc3ccccc3nc2c2c(=O)n(CC(C)C)c(C)nc21
→ 12, 102, -7, 95, -5, -0.2, -4, -2, -0.1, 0.3
7: Cc1cc(C)nc(NC(=O)COc2cc(Cl)cc(Cl)c2)n1
→ 14, 99, -7, 92, -7, -0.1, 12, 1, 0.0, 1
8: O=C(NC(=S)Nc1ccc(CN2CCCCC2)cc1)c1ccco1
→ 8, 106, 6, 97, 2, 0.2, -9, -10, 0.3, 1
9: CCOC(=O)CSc1nnc(Cn2c(=O)sc3ccccc32)n1C
→ 3, 101, 5, 102, 3, -0.1, -5, -1, 0.3, 1.2
10: COC(=O)c1ccc(C2Nc3cccc4cccc(c34)N2)cc1
→ -11, 94, 0, 110, -6, -0.3, -3, 5, -0.3, 1.3
11: O=C(N/N=C/c1ccc([N+](=O)[O-])o1)C1CC1
→ 7, 101, 4, 95, 1, 0.1, -3, 0, -1.1, 0.84
12: CCOc1cc(CNCc2ccccn2)cc(Cl)c1OC
→ -3, 90, -1, 105, 1, -0.1, -3, 11, -0.4, 0.99
13: CCOC(=O)c1cc2sccc2n1CC(=O)Nc1ccc(OC)c(OC)c1
→ 5, 102, 14, 99, -3, -0.4, 10, -2, 2.3, 1.1
14: Brc1ccc(COn2ccnc2)cc1
→ 10, 99, 3, 96, -5, -0.2, 12, -1, -0.9, 1.1
15: Cc1nc2ccc(NC(=O)c3cccs3)cc2c(=O)n1Cc1ccc(Cl)cc1
→ 51*, 97, -1, 60, -8, -0.5, -19, 2, -1.8, 0.51
16: O=C(CSc1ccccc1C(=O)O)NCC1CCCCC1
→ 1, 100, 7, 102, -8, -0.2, 8, -2, -1.2, 1.1
17: C=CCC(CC=C)(NC(=O)c1ccccc1C(=O)O)c1ccccc1
→ -2, 104, -6, 100, 0, -0.2, -24, -5, -0.5, 1.2
18: N#Cc1cccn1-c1nccc(-c2cccs2)n1
→ 1, 121, 7, 102, -3, 0.0, 29, -23, -1.5, 1.2
19: COc1ccccc1N1CCN(S(=O)(=O)c2cccs2)CC1
→ -2, 103, 4, 105, 2, 0.2, 19, -3, 0.3, 1.1
20: Cc1cc(OCC(=O)Nc2ccncc2)cc(C)c1Br
→ 68*, 99, -4, 45, 5, -0.6, -5, 1, 0.0, 0.93

Along the list, from the results shown.
Compounds 4 to 14 in STAT3 act read 94, 99, 95, 92, 97, 102, 110, 95, 105, 99, 96

Part of the list above in order of molecular weight, highest first.
Values run as follows: STAT3 blocker, STAT1 act, TLR4 MyD88 comp, STAT3 act, HMGR II inh, Hsp70 activator, APP 5'UTR act, STAT1 inh, Redox H2O2 prof, NF-kB neuron act
9: CCOC(=O)CSc1nnc(Cn2c(=O)sc3ccccc32)n1C
→ 3, 101, 5, 102, 3, -0.1, -5, -1, 0.3, 1.2
17: C=CCC(CC=C)(NC(=O)c1ccccc1C(=O)O)c1ccccc1
→ -2, 104, -6, 100, 0, -0.2, -24, -5, -0.5, 1.2
2: Cc1ccc(NC(=O)CNc2ccc(OC(C)C)cc2)c(C)c1
→ 11, 103, -2, 93, -4, -0.1, 7, -3, 1.5, 1.1
18: N#Cc1cccn1-c1nccc(-c2cccs2)n1
→ 1, 121, 7, 102, -3, 0.0, 29, -23, -1.5, 1.2

Continuation.
Values run as follows: STAT3 blocker, STAT1 act, TLR4 MyD88 comp, STAT3 act, HMGR II inh, Hsp70 activator, APP 5'UTR act, STAT1 inh, Redox H2O2 prof, NF-kB neuron act
21: COc1ccc(S(=O)(=O)NCCc2csc(C)n2)cc1C
→ 3, 99, -1, 100, 2, -0.3, 1, 1, -0.5, 0.91
22: CC(C)(C)c1ccc(N2C(=O)Cc3c2nc(N)c(C#N)c3N)cc1
→ -19, 108, -11, 117, -6, -0.3, 54, -9, 0.1, 0.85
23: COC(=O)c1ccc(NC(=S)N2CCN(Cc3ccccc3)CC2)cc1
→ 6, 99, 6, 99, -1, -0.1, 12, 1, -8.5, 1.1
24: Cc1ccc(/C=C(\C#N)C(=O)NCc2ccco2)o1
→ 17, 111, -11, 95, 4, 0.4, 20, -13, 1.1, 1.4
25: O=C(CN1CCN(Cc2ccc3c(c2)OCO3)CC1)Nc1ccc2c(c1)OCO2
→ -2, 102, 2, 99, -1, -0.3, -6, -2, 0.2, 1
26: C=CCOC(=O)CCC(=O)Nc1cc(OC)nc(OC)n1
→ -1, 96, 6, 104, -5, 0.1, 4, 5, 0.7, 1
27: CCc1nnc(NC(=O)CC(=O)Nc2ccccc2C(=O)O)s1
→ 20, 100, -1, 88, -3, -0.1, 45, -1, -0.5, 0.75
28: O=C(Cc1ccc2c(c1)CCCC2)Nc1ccccc1Cl
→ 8, 98, -14, 99, -16, 0.0, 0, 2, 1.6, 1.3
29: O=C1c2sc3nc4ccccc4n3c2C(=O)N1c1ccccc1Cl
→ 22, 108, -5, 88, -1, -0.1, -2, -9, 0.6, 1.4
30: O=C(Cc1ncn[nH]1)NCCc1ccccc1
→ -2, 107, 15, 106, 0, -0.4, -9, -8, -1.8, 0.98
31: CCN(CC)S(=O)(=O)c1cc(Br)c(C)cc1OC
→ 0, 100, 6, 104, 2, 0.7, 11, 1, 2.9, 1.2
32: O=C(CCN1C(=O)/C(=C/c2ccc(F)cc2)SC1=S)NNC(=O)c1cccnc1
→ -8, 99, -15, 105, -2, -0.2, 18, 1, 0.1, 1.1
33: OCCN1CCN(C(=S)Nc2ccc(SC(F)F)cc2)CC1
→ 5, 107, -5, 97, -2, -0.3, -2, -9, -0.2, 1.4
34: C=CCc1cccc(OC)c1OCCOCCNCCO
→ 4, 92, -11, 98, -5, 0.1, 3, 9, -0.8, 0.99
35: CCCS(=O)(=O)N1CCN(C(=O)c2cccnc2)CC1
→ 3, 103, -1, 101, -1, -0.4, 8, -5, 0.2, 1
36: COc1ccc(C(=O)N2CCN(C(=O)c3ccc(-c4ccccc4)cc3)CC2)cc1OC
→ 6, 101, 5, 96, -2, -0.3, 3, 0, 7.1, 1
37: CCCC1(c2ccccc2)NC(=O)N(CCN2C(=O)c3ccccc3C2=O)C1=O (stereo not drawn)
→ 11, 101, -7, 94, -7, -0.4, 1, -1, 2.0, 1.3
38: Cn1c(SCC(=O)N2CCCc3ccccc32)nnc1-c1cccs1
→ 6, 98, 6, 100, 4, -0.3, 5, 2, 0.5, 1.2
39: Cc1sc2ncnc(N[C@@H](CCC(=O)O)C(=O)O)c2c1C
→ 7, 99, -6, 102, -9, -0.1, 12, 1, 0.8, 1.4
40: CC(=O)NS(=O)(=O)c1ccccc1
→ 5, 106, 3, 103, 1, 0.1, -6, -7, -0.1, 0.99

41	O=C(CCc1ccccc1)N1CCN(c2ccccn2)CC1
42	Cc1cc(C)nc(Sc2ncnc(N)c2[N+](=O)[O-])n1
43	COc1ccc(N2CCN(C(=O)c3csc4ccccc34)CC2)cc1
44	O=C(NCc1ccco1)C(c1ccncc1)N(C(=O)Cc1cccs1)c1ccccc1 (stereo not drawn)
45	CNCc1ccc(OCc2ccccc2)c(OC)c1
46	N#Cc1c(N)n(CCCN2CCOCC2)c2nc3ccccc3nc12
47	O=C(CN1CCN(S(=O)(=O)c2ccc(Cl)s2)CC1)NCc1ccc(Cl)cc1
48	COc1ccccc1OCC#CCn1ccnc1

Compound	41	42	43	44	45	46	47	48
STAT3 blocker	7	-3	11	2	9	6	5	0
STAT1 act	107	93	102	104	122	108	92	102
TLR4 MyD88 comp	-2	13	-4	5	-12	-4	-9	8
STAT3 act	94	107	96	104	97	99	96	104
HMGR II inh	-10	0	1	-6	5	3	-2	-5
Hsp70 activator	-0.2	-0.2	0.3	-0.2	0.4	-0.5	-0.3	-0.4
APP 5'UTR act	-6	-8	-8	1	-7	-3	-7	-5
STAT1 inh	-8	5	-2	-5	-24	-9	9	-5
Redox H2O2 prof	0.2	0.4	-12	0.1	-0.7	1.6	-0.3	0.0
NF-kB neuron act	1.1	1.2	1	1.2	1.8	0.86	0.96	1.1

49	CC(=O)Nc1cccn(Cc2c(Cl)cccc2Cl)c1=O
50	CCOCC(=O)Nc1ccc(OCc2ccccc2)cc1
51	CC(=O)Nc1ccc(-c2csc(NC(C)c3ccccc3)n2)cc1 (stereo not drawn)
52	COc1ccc(NC(=O)c2ccccn2)cc1OC
53	Cc1ccccc1C(=NC(=O)c1ccccc1)c1ccccc1
54	O=C(Nc1ccc2c(c1)OCO2)N1CCN(S(=O)(=O)c2ccc(Cl)cc2)CC1
55	CC1(C(=O)NCc2ccccc2)Oc2ccccc2NC1=O (stereo not drawn)
56	Cc1nc2ccccc2c(-c2ccccc2)c1C(=O)c1ccccc1

Compound	49	50	51	52	53	54	55	56
STAT3 blocker	4	6	10	-2	14	-5	0	-6
STAT1 act	93	110	114	124	105	116	100	102
TLR4 MyD88 comp	-2	-2	-1	12	3	-1	0	8
STAT3 act	99	99	97	104	93	106	104	103
HMGR II inh	-5	0	-4	-5	1	-5	1	-6
Hsp70 activator	-0.1	0.1	-0.2	-0.2	-0.3	-0.2	0.0	-0.3
APP 5'UTR act	10	47	27	44	3	59	15	-4
STAT1 inh	7	-14	-16	-27	-6	-12	0	-2
Redox H2O2 prof	-1.3	0.1	-2.5	0.2	-5.6	0.9	0.3	0.3
NF-kB neuron act	1.5	1	1.2	1.9	0.9	1.4	1	2.2

57	CCOc1cc(C2C(C(=O)c3ccc(C)o3)=C(O)C(=O)N2CCc2ccccc2)ccc1O (stereo not drawn)
58	CCOC(=O)N1CCN(CC(=O)Nc2cc(C)nn2-c2nc3ccccc3s2)CC1
59	O=C(CC(c1ccccc1)c1cc(Cl)ccc1O)N1CCOCC1 (stereo not drawn)
60	Cc1ccc(/C=N\NC(=O)COc2ccc(C)cc2[N+](=O)[O-])cc1
61	COc1cc2c(cc1OC)C(SC)=NC1(CCCC1)C2

Compound	57	58	59	60	61
STAT3 blocker	2	-73	2	-4	-5
STAT1 act	102	81	97	96	93
TLR4 MyD88 comp	10	2	1	-4	12
STAT3 act	107	162*	102	108	106
HMGR II inh	-2	-5	-3	-2	1
Hsp70 activator	-0.2	-0.5	0.1	-0.1	-0.3
APP 5'UTR act	-8	15	3	-2	2
STAT1 inh	-4	11	3	3	8
Redox H2O2 prof	1.1	0.1	-1.9	-0.6	-0.2
NF-kB neuron act	1.3	0.54	0.99	1.2	0.91

Screening data as filed in PubChem BioAssay.
